# Tb PYK inh: T. brucei pyruvate kinase inhibition | Q57TT1 | TbPYK enzyme, Kinase-Glo Plus ATP luminescence, 45 min | Potency, µM (titrated, usually from 76.8 µM), for inactives: top-dose activity, negative = inhibition, hits mostly inhibitors | 410,000 tested, 0.12% active | AID 624173; note: potency is the fitted concentration of half-maximal effect; nearly all actives have a fitted effect of over 50% in size
#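 ADP (130 uM final) triggers the TbPYK reaction after compound addition; incubation is 45 min at room temperature. Kinase-Glo Plus is then added and luminescence imaged. Normalized data are fitted to concentration-effect curves.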
# AmpC inh no detg: inhibitors of E. coli AmpC beta-lactamase without detergent. P00811. AmpC nitrocefin hydrolysis, absorbance 480 nm, 0.0001% Triton. Potency, µM (titrated, usually from 57.1 µM), without a hit: at the highest dose activity change, negative = inhibition, actives largely listed as inhibitors. 330,000 tested, 0.52% active. AID 485341;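 note: potency is the fitted concentration of half-maximal effect; plate controls were no compound for no effect and no enzyme for full effect; nearly all actives have a fitted effect of over 20% in size; some results filed as inactive show a strong effect at the top dose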
# Target sequence (P00811 whole entry, looked up): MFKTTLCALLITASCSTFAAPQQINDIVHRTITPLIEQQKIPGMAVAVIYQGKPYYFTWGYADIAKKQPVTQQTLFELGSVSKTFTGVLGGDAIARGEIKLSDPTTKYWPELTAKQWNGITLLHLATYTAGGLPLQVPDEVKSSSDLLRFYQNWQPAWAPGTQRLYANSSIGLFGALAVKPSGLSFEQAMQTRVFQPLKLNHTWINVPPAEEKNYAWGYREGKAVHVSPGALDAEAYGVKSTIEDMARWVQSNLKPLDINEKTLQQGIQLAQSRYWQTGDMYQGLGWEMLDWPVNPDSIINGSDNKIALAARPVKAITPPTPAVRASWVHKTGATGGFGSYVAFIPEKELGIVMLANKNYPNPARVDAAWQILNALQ
#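 20 mM phosphate pH 7.0 + 0.01% (detergent screen) or 0.0001% Triton X-100; 5.3 nM AmpC reagent; cpd preinc 15 min RT; nitrocefin (800 uM stock) to start; A480 q20 s × 4 min; Activity was normalised to no-enzyme and no-compound control wells.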
# HCMV antiviral: human cytomegalovirus inhibition. HFF cells, HCMV-luciferase reporter, 72 h; hits give low values. activity change, negative = inhibition, % at 57.5 µM. 410,000 tested, 4.5% active; in the data active = activity change below about -60%; inconclusive = no clear call, values can overlap the other calls; inactive = above about -39%
#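 Two-dose cell screen: HFF monolayers treated with compounds and infected with luciferase-expressing HCMV at 1 PFU/cell, 72 h at 37C, then lysed for luciferase measurement.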
# AMA1-RON2 inh: inhibitors of Plasmodium falciparum AMA1-RON2 interaction. AlphaScreen AMA1-biotinylated RON2 peptide binding. 360,000 tested, 0.2% active. AID 720542. Potency, µM (top dose mostly 58.2 µM), without a hit: at the highest dose activity change, negative = inhibition, actives largely listed as inhibitors;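 note: potency is the fitted concentration of half-maximal effect; 0% = vehicle wells and -100% = peptide control; nearly all actives have a fitted effect of over 45% in size; some results filed as inactive show a strong effect at the top dose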
#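 AMA1 (3D7) with his tag at 25 nM final met compounds first, then biotinylated RON2 peptide at 25 nM; detection used donor plus acceptor beads, 10 µg/mL apiece, read by AlphaScreen after 30 min at room temperature.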
# Sm TGR inh: blocks Schistosoma mansoni thioredoxin glutathione reductase; Potency, µM (series often up to 114 µM), for inactives: top-dose activity change, negative = inhibition, actives largely listed as inhibitors; Q962Y6; 360,000 tested, 3% active; purified TGR, DTNB reduction, TNB absorbance 405 nm; note: potency is the fitted concentration of half-maximal effect; nearly all actives have a fitted effect of over 60% in size
#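 First, TGR (20 nM dispensed) and NADPH were mixed with compound. Second, a 15 min room-temperature incubation followed. Third, further NADPH and then DTNB were added to start the reaction. Finally, TNB absorbance was monitored kinetically.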
# LmPK inh: LmPK (Leishmania mexicana) enzyme inhibition; Q27686; Potency, µM (highest dose often 57.5 µM), inactives show at the highest dose activity change, negative = inhibition, most hits filed as inhibitors; AID 1721; 290,000 tested, 0.37% active; purified LmPK, Kinase-Glo ATP luminescence, 1 h; note: potency is the fitted concentration of half-maximal effect
# Target sequence (Q27686 whole entry, looked up): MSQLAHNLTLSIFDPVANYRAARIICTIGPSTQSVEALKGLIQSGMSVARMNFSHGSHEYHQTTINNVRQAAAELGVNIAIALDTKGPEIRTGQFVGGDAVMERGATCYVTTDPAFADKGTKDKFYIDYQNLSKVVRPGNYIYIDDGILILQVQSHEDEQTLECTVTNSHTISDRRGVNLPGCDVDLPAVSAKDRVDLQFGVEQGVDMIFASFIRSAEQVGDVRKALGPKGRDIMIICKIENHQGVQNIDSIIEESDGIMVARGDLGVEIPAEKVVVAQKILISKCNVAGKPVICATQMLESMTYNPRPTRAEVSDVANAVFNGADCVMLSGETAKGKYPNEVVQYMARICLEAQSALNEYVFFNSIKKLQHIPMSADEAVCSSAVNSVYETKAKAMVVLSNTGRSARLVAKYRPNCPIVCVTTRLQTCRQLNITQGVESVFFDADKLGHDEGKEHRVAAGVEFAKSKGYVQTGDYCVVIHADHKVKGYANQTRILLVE
#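 Pyruvate kinase activity monitored as ATP production (luciferase luminescence). Conditions: 0.1 nM enzyme, 0.5 mM PEP, 0.1 mM ADP, 1 h, RT; normalized against uninhibited and no-enzyme wells.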
# AmpC detergent: inhibitors of E. coli AmpC beta-lactamase with detergent; Potency, µM (series often up to 114 µM), for inactives: at the top dose activity change, negative = inhibition, most hits filed as inhibitors; AmpC hydrolysis of nitrocefin, absorbance 480 nm, 0.01% Triton; P00811; 370,000 tested, 0.041% active;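 note: potency is the fitted concentration of half-maximal effect; 0% = no-compound wells and -100% = no-enzyme wells; nearly all actives have a fitted effect of over 25% in size; some results filed as inactive show a strong effect at the top dose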
#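 20 mM phosphate pH 7.0 + 0.01% (detergent screen) or 0.0001% Triton X-100; 5.3 nM AmpC reagent; cpd preinc 15 min RT; nitrocefin (800 uM stock) to start; A480 q20 s × 4 min; Activity was normalised to no-enzyme and no-compound control wells.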
# * marks the source's active call; other numbers are inactive results; ? = inconclusive; . = not tested or not shown; [ ] = dose if it differs, or a comment. Unless noted, calls come from the whole dose curve; as a rule, active = well fitted curve in the direction sought with a large enough effect; inconclusive = small, poorly fitted or top-dose-only effect, or another doubt; inactive = no such curve, though single readings can be large; an effect the other way counts as inactive or inconclusive. Unless noted, % is set by controls: 0 for no effect and ±100 for the full control effect. Outcome played no part in choosing rows. About 7.4% of those tested had a hit in this group.
SMILES,Tb PYK inh,AmpC inh no detg,HCMV antiviral,AMA1-RON2 inh,Sm TGR inh,LmPK inh,AmpC detergent
O=C(COC(=O)c1cnccn1)c1ccc(-c2ccccc2)cc1,0%,0%,-23,5%,-1%,.,-15%
O=C(COc1cccnc1[N+](=O)[O-])N1CCN(S(=O)(=O)c2ccc3ccccc3c2)CC1,-3%,114%[activator],77,6%,-2%,-2%,-12%
COC(=O)c1ccc(-c2noc(CN(C)Cc3ccncc3C)n2)cc1,1%,59%,-8,19%,0%,3%,-1%
CCOC(=O)c1c(C)[nH]c(C)c1C(=O)COC(=O)[C@@H](NC(=O)c1ccco1)C(C)C,0%,-11%,-9,-11%,.,.,.
CC(=O)N1CCc2cc(NS(=O)(=O)c3cccs3)ccc21,1%,-8%,-4,-3%,1%,5%,-5%
COc1ccc(CN(Cc2ccc(C(=O)O)cc2)C(=S)Nc2ccccc2F)cc1OC,3%,-5%,-10,9%,-1%,-1%,-8%
Cc1ccc(C(=O)NCCSc2ccccc2)cc1S(=O)(=O)Nc1ccccc1,-1%,-43%,-9,-8%,-15%,2%,-6%
CCN1C(=O)NC(c2ccccc2)(c2ccccc2)C1=O,2%,.,29,1%,.,.,.
CCOc1ncccc1C(=O)OCc1cc(=O)oc2c(C)c(C)ccc12,-2%,8%,37,-1%,0%,4%,?
Cc1ccc(S(=O)(=O)NC(=O)c2ccccc2)cc1C(C)C,1%,21%,-22,-1%,-6%,2%,-7%
CC(=O)Nc1ccc(NC(=O)Cn2cc3c(n2)CCCCC3)cc1,-7%,.,9,.,6%,.,12%
O=c1nc(SCc2c(F)cccc2Cl)nc(-c2ccc(Cl)cc2)[nH]1,-1%,-37%,?,0%,3%,0%,6%
COc1ccc(CNC(=O)COC(=O)c2ccc(C(=O)c3ccccc3)cc2)cc1,0%,-30%,28,-13%,.,.,.
COCCn1c(SCC(=O)c2cc(C)n(C)c2C)nc2ccccc2c1=O,1%,41%,24,-14%,2%,-1%,6%
COc1ccc(/C=C2\SC(=S)N(CCC(=O)N3CCOCC3)C2=O)cc1,-7%,44%,-11,-2%,1%,-3%,-2%
COc1ccc(C(CCNC(C)c2ccccc2)c2ccc(F)cc2)cc1 (stereo not given),-13%,5%,?,-2%,1%,2%,?
O=C(c1cc2cc(F)ccc2[nH]1)N1CCC(Cc2ccccc2)CC1,2%,-14%,75,-2%,3%,4%,1%
CN(C)c1ccc(/C=N\Nc2ccccn2)cc1,-4%,-37%,15,-11%,-10%,-1%,-6%
Cc1ccc(C(=O)NCC(=O)NC2CCC(C)CC2)s1 (stereo not given),-5%,-31%,109,-3%,0%,.,?
CCCN(CC(=O)NC(=O)NC1CCCCC1)CC(=O)Nc1cc(Cl)ccc1Cl,-7%,-5%,15,60%[activator][11.6 µM],-15%,.,-4%
COc1ccc(NC(=O)C2CCN(c3nc4ccccc4[nH]3)CC2)cc1OC,3%[15.4 µM],.,?,.,0%,.,-3%
CCn1c(=O)c2cc(C(=O)NCc3cc(OC)ccc3OC)sc2c2ccccc21,-7%,.,-19,.,-1%,.,18%
Cc1ccc(NC2CCCN(C(=O)c3cccc(-c4ncc[nH]4)c3)C2)cc1C (stereo not given),6%,-20%,-23,-7%,-23%,-2%,-2%
COc1ccc(Cl)cc1NC(=O)CSc1nnc(C)c(=O)n1N,2%,-1%,-14,13%,6%,0%,5%
Cc1cccc(NC(=O)CN(c2ccc(C(C)C)cc2)S(=O)(=O)c2c(C)nn(C)c2C)n1,-2%,135%[activator],-25,3%,6%,7%,?
O=C(N/C(=C\c1ccc(Br)cc1)C(=O)N1CCCC1)c1ccccc1F,-8%,32%,-39,-3%,?,0%,-9%
CN(Cc1ccno1)C(=O)CC1C(=O)NCCN1CC(c1ccccc1)c1ccccc1 (stereo not given),-2%,66%[activator],24,0%,?,1%,4%
C[C@@H]1CN([C@H](C)CO)C(=O)CCCn2nncc2CO[C@H]1CN(C)Cc1ccc(C(=O)O)cc1,-4%,.,-9,-4%,.,.,.
COc1ccc(CC(=O)NCCc2ccc(OC)c(OC)c2)cc1,0%,-8%,-28,0%,1%,2%,-5%
NC(=O)c1cccc2c3c([nH]c12)CCCC3,-8%,-17%,.,-9%,-25%,1%,0%
COc1ccc(-n2cc(C(=O)Oc3cc(C)cc(C)c3)c3ccccc3c2=O)cc1,-2%,.,16,.,10%,.,5%
CCOC(=O)c1cnn(-c2ccccc2)c1-n1cccc1C(=O)C(=O)Nc1ccccc1,2%,-2%,54,-8%,11%,-1%,?
CC(C)CCOc1cccc(OCC(=O)Nc2ccncc2)c1,-5%,1%,-77*,-1%,-6%,1%,-10%
O=C(NCCc1nnc2ccc(N3CCCCCC3)nn12)c1ccccc1F,3%,.,4,1%,.,.,.
C=CCn1c(SCC(=O)NC2CC2)nc2sc(CC)cc2c1=O,-9%,-23%,5,-2%,6%,1%,2%
CCOC(=O)c1c(C)[nH]c(C(=O)N/N=C/c2ccc(Br)cc2)c1C,-5%,-29%,-77*,23%,2%,5%,-9%
CC(=O)Nc1ccc(SCCN2CC[C@@H](C)CCC2=O)cc1,-7%,-3%,-18,8%,-11%,.,5%
CCc1cc(C(=O)N/N=C/c2ccc(O)cc2O)c2ccccc2n1,0%,-56%,29,21%,-13%,-11%,-2%
[O-][N+]1=C2CCC/C(=N\O)C2=NC12CCCCC2,-6%,-13%,-2,1%,-11%,-8%,-12%
Cc1nc(N2CCCCC2)sc1C(=O)c1ccc(SCCO)c([N+](=O)[O-])c1,-27%,125%[activator],?,?,2%,2%,4%
Fc1ccc(-c2nc(Nc3cccc(Cl)c3)nc3c2COc2ccccc2-3)cc1,-1%,.,-30,.,-5%,.,20%
O=S(=O)(NCC1CCCO1)c1ccc(S(=O)(=O)N(Cc2ccc(F)cc2)C2CCCCC2)cc1 (stereo not given),-2%,.,-29,9%,.,.,.
O=C(Cc1cccs1)Nc1cccc(-c2ccc3nncn3n2)c1,-4%,-20%,66,-3%,6%,-1%,8%
COc1ccc(-n2c(C(C)n3nc(C)c([N+](=O)[O-])c3C)n[nH]c2=S)cc1 (stereo not given),?,-16%,-16,1%,-5%,4%,0%
CC(=O)Nc1ccc(S(=O)(=O)Nc2nnc(CC(C)(C)C)s2)cc1,-6%,-44%,-33,-9%,-19%,14%,1%
CCN(CC)C(=O)Oc1ccc(NC(=O)N2CCOCC2)cc1,3%,-9%,-23,-1%,-18%,-3%,?
CN(C)NC(=O)c1csnc1-c1c(Cl)cccc1Cl,-4%,-25%,5,-2%,110%,-1%,4%
Cn1c(O)c(C(=N)COc2cccc(Cl)c2)c(=O)n(C)c1=O,.,-10%,-14,-4%,-30%,4%,-14%
CC1(C)CC(=O)C2=C(C1)Nc1ccccc1NC2c1ccccn1 (stereo not given),-1%,-11%,-25,-22%,-2%,-3%,11%
COC(=O)C1=C(c2cccc(OCc3ccccc3)c2)C[C@@H]2CC[C@H]1N2C(=O)NCCOc1ccccc1Cl,-4%,18%,-18,-14%,2%,.,-5%
CCN1CCN(c2oc(-c3ccc([N+](=O)[O-])cc3)nc2C#N)CC1,0%,-6%,18,-4%,-3%,2%,?
CC(C)OC(=O)C(NC(=O)c1ccccc1)=C1CCCCC1,7%,-10%,-8,-2%,29%,0%,-11%
C[C@H]1CN([C@@H](C)CO)C(=O)c2cccc(NC(=O)Nc3ccc(C(F)(F)F)cc3)c2O[C@@H]1CN(C)S(=O)(=O)c1ccc(Cl)cc1,6%,126%[activator],18,-3%,.,.,.
Cc1ccc(N(CC(=O)N2CCCCCC2)S(C)(=O)=O)cc1,-9%,.,-28,-6%,.,.,.
CC(c1ccc(F)cc1)n1cc(C(=O)NCCN(C)C)nn1 (stereo not given),0%,-7%,-25,11%,.,-2%,-3%
CCCC1(C(=O)OCC)NC(c2ccc(N(C)C)cc2)C2C(=O)N(c3ccc(F)cc3)C(=O)C21 (stereo not given),-8%,4%,0,-19%,2%,-10%,-13%
CCOC(=O)C1CCCN(C(=O)c2cc3ncc(Br)cn3n2)C1 (stereo not given),1%,-9%,-10,5%,-11%,-5%,0%
CCN(CC)C(=O)C1=C(C)N(Cc2ccc(C(C)(C)C)cc2)C(=O)C(CC(=O)NCc2cccs2)C1 (stereo not given),3%,.,-9,7%,.,.,.
CC(C)COc1cccc(C(=O)NC(=S)NCc2cccnc2)c1,-3%,-15%,?,3%[11.6 µM],?,0%,-8%
COc1ccc(CCC(C)Nc2cccc(C)c2)cc1 (stereo not given),-2%,-26%,-9,-6%,4%,-3%,-8%

# More compounds:
SMILES,Tb PYK inh,AmpC inh no detg,HCMV antiviral,AMA1-RON2 inh,Sm TGR inh,LmPK inh,AmpC detergent
COc1ccc(S(=O)(=O)N2CCOCC2)cc1NS(=O)(=O)c1ccc(F)c(F)c1,-1%,-19%,-25,-5%[11.6 µM],.,.,.
Cc1cc(NC(=O)CN2C(=O)[C@@H]3[C@H](C2=O)[C@@H]2C[C@H]3C(Br)C2Br)no1 (stereo not given in full),-1%,-2%,19,21%,8%,-2%,6%
CCC(C)C(=O)Nc1ccc(OC)cc1OC (stereo not given),0%,-8%,10,1%,-16%,-2%,?
COC(=O)c1c(-c2ccc(Br)cc2)noc1N,2%,-14%,-22,-13%,-11%,0%,4%
Cc1ccc(NC(=O)CSc2nnc(NC(=O)c3ccco3)s2)cc1,-1%,-33%,45,5%,4%,0%,0%
